Screens as filed in PubChem BioAssay.
GLA spleen mod = inhibitors or activators of human alpha-galactosidase in spleen homogenate. P06280. human spleen homogenate, 4MU-alpha-Gal fluorescence, 40 min. Potency, µM (doses to about 80 µM), without a hit: top-dose activity change, negative = inhibition, most hits filed as inhibitors. hit rate 0.008% among 240,000. AID 2107;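 note: 0% = enzyme with vehicle and -100% = no enzyme basal signal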
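qHTS titration in buffer at pH 5.0. Alpha-galactosidase activity in spleen homogenate was measured via 4-methylumbelliferone release from 1 mM fluorogenic substrate after 40 min at 37C and a pH 10 stop. AC50 came from Hill fits of control-normalized data.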
Tau fibril FP = tau fibrillization inhibition (FP); K18 P301L tau heparin fibrillization, Alexa594 FP, 6 h; Potency, µM (titrated, usually from 57.7 µM), for inactives: top-dose activity, negative = inhibition, actives largely listed as inhibitors; hit rate 0.39% among 280,000; AID 1468; P10636; note: nearly all actives have a fitted effect of over 55% in size
Target sequence (P10636 561-689 P618L limits assumed): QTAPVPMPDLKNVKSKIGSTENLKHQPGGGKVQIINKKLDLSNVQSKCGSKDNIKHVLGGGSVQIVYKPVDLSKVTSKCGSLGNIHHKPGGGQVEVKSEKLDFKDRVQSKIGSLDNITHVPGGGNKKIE
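Compound effects on tau fibrillization are measured by Alexa 594 fluorescence polarization (ex 555, em 632 nm). K18 P301L tau is used at 15 uM with 0.24 uM labeled tracer, and 20 uM heparin induces aggregation over 6 hr at 37 C.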
Tau ThT inhib = inhibitors of human tau fibril formation, thioflavin T binding; recombinant tau K18 P301L, heparin-induced fibrillization, ThT fluorescence; Potency, µM (titrated, usually from 57.4 µM), for inactives: at the highest dose activity, negative = inhibition, actives largely listed as inhibitors; hit rate 2.1% among 270,000; AID 1460; note: nearly all actives have a fitted effect of over 55% in size
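Heparin-induced (20 uM) aggregation of recombinant human K18 P301L tau, 15 uM unlabeled with 0.24 uM labeled, pH 7 acetate buffer, 6 hr at 37 C with compound. Fibrils quantified by 30 uM ThT fluorescence after 1 hr ambient incubation.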
ALDH1A1 inh = inhibitors of human aldehyde dehydrogenase 1A1; P00352; Purified ALDH1A1, NADH fluorescence, propionaldehyde substrate; Potency, µM (doses to about 75.3 µM), for the others: at the highest dose activity, negative = inhibition, usual class: inhibitors; hit rate 7.3% among 220,000; AID 1030; active = well fitted inhibition curve with a large enough effect, not every such curve was filed as active; inconclusive = small, poorly fitted or top-dose-only effect, or another doubt; inactive = no such curve, though single readings can be large or run the other way;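 note: plate controls were no enzyme wells and a reference inhibitor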
Target sequence (P00352 whole entry, looked up): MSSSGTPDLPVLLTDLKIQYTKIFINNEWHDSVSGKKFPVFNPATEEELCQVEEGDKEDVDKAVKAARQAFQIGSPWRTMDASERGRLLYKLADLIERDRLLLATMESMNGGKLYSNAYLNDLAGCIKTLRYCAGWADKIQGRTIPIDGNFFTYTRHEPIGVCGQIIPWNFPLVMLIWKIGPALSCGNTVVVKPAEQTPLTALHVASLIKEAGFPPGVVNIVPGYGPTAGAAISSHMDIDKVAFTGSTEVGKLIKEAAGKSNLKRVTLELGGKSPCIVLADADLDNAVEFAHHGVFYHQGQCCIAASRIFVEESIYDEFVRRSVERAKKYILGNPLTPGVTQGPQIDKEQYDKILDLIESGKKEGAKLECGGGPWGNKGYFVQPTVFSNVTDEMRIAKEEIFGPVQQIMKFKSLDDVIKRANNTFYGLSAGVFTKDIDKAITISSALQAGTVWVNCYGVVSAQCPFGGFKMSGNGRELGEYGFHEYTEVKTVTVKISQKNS
TRb-SRC2 inh = inhibitors of human thyroid hormone receptor beta-SRC2 interaction; P10828; TRbeta-SRC2 peptide binding, fluorescence polarization; receptor liganded with 1 µM T3; Potency, µM (top dose mostly 106 µM), without a hit: at the highest dose activity change, negative = inhibition, actives largely listed as inhibitors; hit rate 0.065% among 280,000; AID 1469;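 note: plate controls were bound peptide for no effect and peptide without receptor for full effect; nearly all actives have a fitted effect of over 50% in size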
Target sequence (P10828 whole entry, looked up): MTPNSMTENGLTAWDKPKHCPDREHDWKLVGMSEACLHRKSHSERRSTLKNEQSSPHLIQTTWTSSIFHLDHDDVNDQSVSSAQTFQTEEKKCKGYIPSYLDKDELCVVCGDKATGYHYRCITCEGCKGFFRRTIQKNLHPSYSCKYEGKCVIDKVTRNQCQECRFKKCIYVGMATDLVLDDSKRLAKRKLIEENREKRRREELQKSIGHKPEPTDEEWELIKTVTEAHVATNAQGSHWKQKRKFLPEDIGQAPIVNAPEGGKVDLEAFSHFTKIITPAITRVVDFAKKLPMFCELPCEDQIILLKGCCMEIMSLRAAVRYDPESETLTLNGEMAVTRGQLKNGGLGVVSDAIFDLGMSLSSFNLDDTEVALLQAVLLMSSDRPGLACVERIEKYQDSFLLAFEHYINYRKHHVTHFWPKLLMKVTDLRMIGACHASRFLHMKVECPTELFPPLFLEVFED
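Fluorescence polarization of 20 nM Texas Red SRC2 peptide with 0.6 uM human TRb ligand-binding domain, in Tris buffer with 1uM T3 and 5% DMSO. Incubated 5 hr ambient; normalized to unbound and bound controls.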
TexasRed fluor = Texas Red fluorescence interference in TRb-SRC2 counter-screen; TRb/SRC2 Texas Red total fluorescence interference; Potency, µM (top dose mostly 106 µM), without a hit: top-dose fluorescence change, negative = quenching; hit rate 0.29% among 280,000; AID 1479; active = well fitted curve in either direction with a large enough effect; inconclusive = small, poorly fitted or top-dose-only effect
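Human TRβ ligand-binding domain (0.6 uM) and Texas Red SRC2 peptide (20 nM) in Tris buffer with 1 uM T3 and 5% DMSO were incubated with pinned compound for 5 hr at ambient temperature. Total fluorescence was computed as S + 2P (555/632 nm).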
Tau fluor cs = counter-screen for tau fibril formation inhibitors; hit rate 0.93% among 280,000; tau K18 P301L Alexa594 fluorescence, heparin fibrillization; Potency, µM (doses to about 57.7 µM), without a hit: at the highest dose activity change, negative = decrease; note: nearly all actives have a fitted effect of over 55% in size
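Human tau K18 P301L (15 uM unlabeled, 0.24 uM Alexa 594-labeled) in 100 mM sodium acetate pH 7 with 20 uM heparin, 6 hr at 37 C. ThT 30 uM added, 1 hr ambient; Alexa 594 FP and total fluorescence read at 555/632 nm.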
L3MBTL1 inh = inhibitors of human L3MBTL1; Q9Y468; Potency, µM (top dose mostly 57.1 µM), for inactives: top-dose activity, negative = inhibition, actives largely listed as inhibitors; hit rate 0.66% among 230,000; AlphaScreen L3MBTL1–H3K9me1 peptide binding; note: nearly all actives have a fitted effect of over 60% in size
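L3MBTL1 (50 nM) pre-complexed 30 min with biotinylated H3(1-15)K9me1 peptide (75 nM), then compounds added for 30 min at room temperature; AlphaScreen streptavidin donor/nickel chelate acceptor beads (10 ug/mL final) read after 30 min dark incubation.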
Numbers without * were called inactive; u = inconclusive; x = no result given; [ ] = dose if it differs, or a comment. Unless noted, calls come from the whole dose curve; as a rule, active = well fitted curve in the direction sought with a large enough effect; inconclusive = small, poorly fitted or top-dose-only effect, or another doubt; inactive = no such curve, though single readings can be large; an effect the other way counts as inactive or inconclusive. Unless noted, % is set by controls: 0 for no effect and ±100 for the full control effect; potency is the fitted concentration of half-maximal effect.

canonical_smiles | GLA spleen mod | Tau fibril FP | Tau ThT inhib | ALDH1A1 inh | TRb-SRC2 inh | TexasRed fluor | Tau fluor cs | L3MBTL1 inh
CC(C)c1nnc(NC(=O)Cn2nc(-c3ccc4c(c3)OCCO4)ccc2=O)s1 | -3% | -4% | -5% | u | -14% | -2% | -9% | x
CC(=O)c1cccc(NC(=O)c2noc3c2CCc2ccccc2-3)c1 | 1% | -6% | -6% | 3% | 3% | -6% | -7% | x
Cn1nc(C(F)(F)F)c(-c2ccccc2)c1NC(=O)c1ccco1 | -4% | -3% | -11% | -14% | -8% | -1% | -20% | -6%
CCc1nn(CC(=O)N2CCN(c3cccc(C(F)(F)F)c3)CC2)c(=O)c2cccn12 | x | u | u | x | -6% | -4% | u | x
Cc1ccc(C(=O)Nc2nnc(S(=O)(=O)N3CCc4ccccc43)s2)cc1 | x | -2% | u | x | 0% | 2% | -8% | x
CN(C(=O)c1c[nH]c(=O)cc1C(F)(F)F)c1ccc(Cl)cc1 | 9% | -14% | 0% | x | -3% | 0% | 3% | -17%
Cc1ccc(C2=CSC3=NCCN23)c(C)c1 | -4% | -1% | -3% | u | 1% | 0% | 0% | 0%
CCOCC(=O)Nc1nnc(COC)s1 | 4% | -9% | -1% | 1% | -6% | -2% | -7% | 1%

Entries of single compounds, quoted from the list. Screens in order: GLA spleen mod | Tau fibril FP | Tau ThT inhib | ALDH1A1 inh | TRb-SRC2 inh | TexasRed fluor | Tau fluor cs | L3MBTL1 inh
Results for `CC(C)c1nnc(NC(=O)Cn2nc(-c3ccc4c(c3)OCCO4)ccc2=O)s1` = -3% | -4% | -5% | u | -14% | -2% | -9% | x
Results for `CC(=O)c1cccc(NC(=O)c2noc3c2CCc2ccccc2-3)c1` = 1% | -6% | -6% | 3% | 3% | -6% | -7% | x
Results for `Cn1nc(C(F)(F)F)c(-c2ccccc2)c1NC(=O)c1ccco1` = -4% | -3% | -11% | -14% | -8% | -1% | -20% | -6%
Results for `Cc1ccc(C2=CSC3=NCCN23)c(C)c1` = -4% | -1% | -3% | u | 1% | 0% | 0% | 0%

Next section
canonical_smiles | GLA spleen mod | Tau fibril FP | Tau ThT inhib | ALDH1A1 inh | TRb-SRC2 inh | TexasRed fluor | Tau fluor cs | L3MBTL1 inh
Cc1ccnc(NC(=O)CCC(=O)N(CC(=O)NC2CCCCC2)c2ccc3c(c2)OCO3)c1 | 8% | 6% | 13% | 0% | 7% | -1% | 8% | -3%
CCC(c1nnnn1Cc1ccccc1)N1CCN(c2ccccc2)CC1 (centres undefined) | -1% | 6% | -13% | -10% | -7% | -1% | -8% | 0%
Cc1nn(CC(=O)NCc2ccc(OC(C)C)cc2)c(=O)c2cc3occc3n12 | 0% | 10% | -4% | 10% | -12% | 2% | -3% | x
CCc1ccc(NC(=O)c2ccc(C3SCC(=O)N3CCc3ccccc3)cc2)cc1 (centres undefined) | 5% | 7% | -13% | u | 2% | -1% | -16% | x
COc1cc2oc(-c3ccccc3)cc(=O)c2cc1O | -1% | -8% | -19% | u | -6% | 0% | -19% | x
CC(SCc1cc(=O)n2c([nH]c3ccccc32)c1C#N)C(=O)O (centres undefined) | 0% | 4% | u | -14% | 0% | -2% | -8% | x
O=C1Nc2ccccc2C(O)(C(=O)NCc2ccco2)N1c1ccccc1 (centres undefined) | u | -2% | 4% | 3% | -1% | -2% | 0% | x
COc1cccc(CNC(=O)C2CCC(CNS(=O)(=O)c3cccc4nsnc34)CC2)c1 (centres undefined) | -1% | 6% | -18% | 20µM* | -9% | -1% | -16% | x
N=C(N)Sc1nc(N2CCCCC2)nc(N2CCCCC2)n1 | 8% | 0% | 1% | 1% | -13% | 0% | 11% | 10%
CCn1c2ccc(C)cc2c2nnc(NN)nc21 | -11% | -13% | u | 25µM* | 3% | 6% | -5% | -12%
Cc1nc(N2CCC(C)CC2)c2c(C)c(C(=O)Nc3cccc(C(F)(F)F)c3)sc2n1 | 4% | -8% | 2% | u | 0% | 2% | -22% | x
Cc1cc2occ(CC(=O)NCc3cccs3)c2cc1C(C)C | 1% | 5% | -11% | 6% | -3% | 2% | -13% | -8%
O=C(NCc1ccc2c(c1)OCO2)c1cc(-c2ccccc2Cl)on1 | 3% | -6% | -11% | -1% | 2% | -1% | u | 11%
Cc1c(Cl)cccc1N1C(=O)C(N2C(=O)c3cccc([N+](=O)[O-])c3C2=O)C1c1cccs1 (centres undefined) | 2% | 5% | -7% | 3% | 3% | 1% | -3% | -6%
CNC(=O)c1cc(Cl)c(OC)c(OC)c1 | 2% | -4% | -3% | 22µM* | -13% | -1% | -6% | -6%
C[C@@H](C(=O)NCCF)[C@H]1C[C@]1(C)[C@H](NC(=O)OCc1ccccc1)c1ccccc1 | 7% | 14% | -11% | u | 4% | 0% | -10% | x
COc1ccc(NC(=O)c2oc3ccccc3c2NC(=O)C2CCCO2)cc1OC (centres undefined) | 5% | 1% | -13% | -8% | -2% | -5% | -28% | -21%
CCCS(=O)(=O)N1CCC(C(=O)NCCCOC(C)C)CC1 | 1% | -1% | u | u | 13% | -8% | -3% | -4%
O=C(Nc1ccccn1)c1ccco1 | 3% | -4% | -9% | 5% | -7% | -4% | -8% | 1%
O=c1sc(N2CCN(c3ccc(F)cc3)CC2)nc2ccsc12 | 10% | -2% | u | u | -7% | -2% | -17% | x
CCCCCn1cnc2c(sc3nc4c(cc32)CSC(C)(C)C4)c1=O | -3% | 2% | 12% | 2.8µM* | 11% | 0% | 12% | 1%
Nc1c(-c2ccccc2)cnn1-c1cccc([N+](=O)[O-])c1 | -10% | -4% | u | -8% | 3% | -1% | -22% | -6%
Cc1cc(C)c(NC(=O)CSc2n[nH]c(-c3ccccc3Cl)n2)c(C)c1 | x | 2% | -10% | x | 0% | 0% | -7% | x
CC1CN(c2ccc([N+](=O)[O-])c(NCCOc3ccccc3)c2)CCN1 (centres undefined) | 5% | -9% | u | -4% | 9% | -2% | -17% | -11%
Cc1ccc(Nc2nc(N)c([N+](=O)[O-])c(N3CCOCC3)n2)cc1 | 0% | -11% | 1% | 4% | -2% | -1% | -5% | -15%
COc1ccc(OC)c(S(=O)(=O)NCC(c2ccc(N(C)C)cc2)N2CCOCC2)c1 (centres undefined) | x | 2% | u | x | -1% | -1% | u | x
CCn1c(CCNC(=O)c2ccc(OC)c(OC)c2)nc2ccccc21 | 2% | 8% | -14% | -2% | -3% | -6% | 1% | 3%
COC(=O)Cn1nc(C)c2ccccc2c1=O | -3% | 2% | 2% | 1% | 0% | 4% | 3% | 8%
CCCCn1c(=O)c(CCC(=O)OCC(=O)NC(=O)NCCOC)nc2ccccc21 | 0% | -1% | -3% | -6% | -6% | -2% | -4% | 23%
COc1ccc(CNC2CCCCC2)cc1 | -2% | -3% | 6% | 5% | 0% | -1% | 3% | x
CCSc1cc(C)nc2c(-c3ccccc3)cnn12 | 1% | -16% | -16% | x | -9% | -2% | -24% | 28%
O=C(c1nc2ccccn2c1CN1CCCC(c2nc3ccccc3o2)C1)N1CCCC1 (centres undefined) | 9% | 3% | -8% | -6% | -2% | -2% | -8% | -3%
COc1ccc(N2CCN(C(=O)CSc3nnc(C)c(=O)[nH]3)CC2)cc1 | 1% | -14% | u | -12% | 8% | 3% | -11% | u
COC(=O)Nc1ccccc1C(=O)N1CCC(O)(c2ccc(Cl)cc2)CC1 | -5% | 15% | 3% | u | 3% | -9% | 4% | -2%
CCN1CCN(C(=S)Nc2cc(S(=O)(=O)N(CC)CC)ccc2C)CC1 | 10% | 0% | 5% | u | -6% | -1% | 3% | -19%
COC(=O)C1=C(C(=O)OC)[C@@H]2N(Cc3ccccc3)c3ccccc3[C@@]23C[C@@H](C(=O)OC)N(C(=O)COCc2ccccc2)C3=N1 | 10%[17.5 µM] | -1%[11.6 µM] | u | 3%[13.5 µM] | 5%[11.2 µM] | 3%[11.2 µM] | -13%[11.6 µM] | x
O=C(CNC(=O)c1ccc(-c2ccccc2)cc1)OCc1ccc(Br)cc1 | 8% | 11% | 7% | 12% | 9% | 1% | 5% | -13%
Cc1ccc(C(=O)NC(=S)N2CCN(c3ccccc3F)CC2)cc1 | 2% | -7% | -12% | u | 9% | 0% | -14% | -16%
Cc1cc2nc3n(c2cc1C)CC1CC(C(=O)NCC2CC2)N(C)C31 (centres undefined) | -4% | -2% | -4% | x | 4% | -2% | 0% | x
O=C(NC1CCCCC1)c1cc([N+](=O)[O-])ccc1N1CCCCC1 | -7% | -7% | -16% | 13µM* | 0% | 0% | -13% | -5%
CCOC(=O)c1c(C)oc2ncnc(N3CCN(c4ccccc4OC)CC3)c12 | x | -10% | -14% | x | 0% | -22% | -17% | x
CCOC(=O)c1c(N)n(CC(C)NC(=O)C2CC2)c2nc3ccccc3nc12 (centres undefined) | -3% | -9% | -6% | u | 0% | -4% | -1% | -1%
C=CCn1c(-c2ccc(Cl)cc2)ccc(C#N)c1=O | -12% | -14% | -17% | u | -3% | -3% | -17% | 13%
O=C(NCC1OCCc2ccccc21)c1ccc(NC(=O)c2ccccc2Cl)cc1 (centres undefined) | -3% | 12% | 5% | u | -2% | 10% | 7% | 1%
CC1CN(Cc2nc3c(c(=O)[nH]c(=O)n3C)n2CC(N)=O)CC(C)O1 (centres undefined) | 7% | 0% | -2% | 12% | 6% | -2% | 2% | -2%
CCOc1cc(S(=O)(=O)Nc2ccc(Cl)cn2)ccc1Cl | -6% | 2% | -9% | -12% | -2% | 2% | -7% | 13%
CCc1ccc(-c2cc(C)no2)cc1S(=O)(=O)NCc1ccc(OC)cc1 | x | -3% | -1% | x | 13% | 0% | -19% | x
CC(C)(C)c1cc(NC(=O)c2cccc(S(=O)(=O)N3CCOCC3)c2)no1 | 1% | -1% | -6% | u | 0% | -3% | -14% | -6%
Cc1ccc(NC(=O)CN2CCC(NC(=O)Cc3ccccc3)CC2)cc1C | -18% | 1% | -9% | -4% | -1% | -3% | -5% | -6%
S=C(c1cccs1)N1CCCC1 | 1% | 0% | -3% | 10% | -3% | 1% | -1% | 0%
O=C(CN1C(=O)COc2ccc(S(=O)(=O)N3CCOCC3)cc21)N1CCN(c2cccc(Cl)c2)CC1 | x | 5% | 4% | x | 3% | -1% | -9% | x
